CHRM5 agonist: human M5 muscarinic receptor agonists, primary screen, CHO-K1 cells, Fluo-8 calcium fluorescence; Muscarinic acetylcholine receptor M5 (Homo sapiens), P08912; CHO-K1 hM5 cells; 0% DMSO wells, 100% maximal acetylcholine response; activation, % at 3 µM; 0.19% of 360,000 active; AID 624037, 2012;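 active = activation above the run's mean over test compounds plus 3 SD, cut at about 23% in these data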;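 also: signal is peak over basal fluorescence ratio across the kinetic read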
Target sequence (P08912 whole entry, looked up): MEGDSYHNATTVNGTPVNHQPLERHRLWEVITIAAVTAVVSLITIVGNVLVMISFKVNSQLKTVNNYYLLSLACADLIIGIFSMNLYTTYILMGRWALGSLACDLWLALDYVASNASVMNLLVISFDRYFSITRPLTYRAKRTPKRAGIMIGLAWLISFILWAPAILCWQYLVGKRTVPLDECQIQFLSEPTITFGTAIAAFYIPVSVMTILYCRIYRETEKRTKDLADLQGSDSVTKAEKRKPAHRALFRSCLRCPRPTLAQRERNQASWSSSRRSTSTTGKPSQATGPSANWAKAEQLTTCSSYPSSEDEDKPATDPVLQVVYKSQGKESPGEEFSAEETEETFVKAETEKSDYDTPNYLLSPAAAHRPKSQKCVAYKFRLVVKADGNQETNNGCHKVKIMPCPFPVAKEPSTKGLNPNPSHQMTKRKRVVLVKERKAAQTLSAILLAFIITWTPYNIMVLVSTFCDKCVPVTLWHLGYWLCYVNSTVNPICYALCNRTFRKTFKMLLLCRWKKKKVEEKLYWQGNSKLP
M4 PAM: human M4 muscarinic receptor positive allosteric modulators, primary screen, CHO-K1 cells, Fluo-8 calcium fluorescence; Muscarinic acetylcholine receptor M4 (Homo sapiens), P08173; CHO-K1 hM4/Gqi5, ACh EC20; 0% = ACh EC20, 100% = maximal ACh; activation, % at 3 µM; 0.4% of 360,000 active; AID 624126, 2012;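 active = activation above its plate's cutoff, the mean activation of sample wells plus 3 SD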; also: some results filed as inactive read as strong as hits
Target sequence (P08173 whole entry, looked up): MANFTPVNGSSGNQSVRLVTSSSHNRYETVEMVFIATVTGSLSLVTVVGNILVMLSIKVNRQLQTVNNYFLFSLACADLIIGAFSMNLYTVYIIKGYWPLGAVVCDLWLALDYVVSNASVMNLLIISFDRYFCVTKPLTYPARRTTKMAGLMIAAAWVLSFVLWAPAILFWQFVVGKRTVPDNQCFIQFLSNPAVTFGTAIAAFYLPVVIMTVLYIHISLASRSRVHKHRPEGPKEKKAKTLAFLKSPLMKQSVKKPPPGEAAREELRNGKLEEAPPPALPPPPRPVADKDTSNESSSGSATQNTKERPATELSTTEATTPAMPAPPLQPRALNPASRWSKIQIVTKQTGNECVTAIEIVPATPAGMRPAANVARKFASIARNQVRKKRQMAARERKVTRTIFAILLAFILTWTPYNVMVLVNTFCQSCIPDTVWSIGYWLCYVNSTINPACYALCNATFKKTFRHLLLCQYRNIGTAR
CHRM5 PAM: human M5 muscarinic receptor positive allosteric modulators, primary screen, CHO-K1 cells, Fluo-8 calcium fluorescence; Muscarinic acetylcholine receptor M5 (Homo sapiens), P08912; CHO-K1 hM5, ACh EC20 PAM; 0% = ACh EC20, 100% = ACh EC100; activation, % at 3 µM; 0.3% of 360,000 active; AID 624038, 2012;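 active = activation above the run cutoff, the mean activation of all test compounds plus 3 SD, cut at about 18% in these data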
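System: CHO-K1 cell line with stable human muscarinic M5 receptor expression | Also added: EC20 acetylcholine as agonist stimulus | Compound: One concentration, 3 µM final (nominal) | Timing: Fluo-8 loading 80 min at 37 °C plus 30 min room temperature | Measured by: Fluo-8 calcium dye fluorescence, kinetic read | Read-out basis: % activation, ACh-normalized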
CHO-K1 Ca antag: counter-screen for M1 antagonists: effect in parental CHO-K1 cells; ATP-induced calcium, Fluo-8 fluorescence; inhibition, % at 3 µM; 0.6% of 360,000 active;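 active = inhibition above a per-plate cutoff, the plate's mean sample inhibition plus 3 SD, cut at about 24% in these data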;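 also: 0% = DMSO plus EC80 ATP and 100% = DMSO alone without ATP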
M1 PAM parental: nonselective calcium activators in parental CHO-K1 cells, primary screen, counter-screen for M1 PAM project, cell-based, Fluo-8 calcium fluorescence, full deck, 1536-well. ATP EC20; 0% at ATP EC20, 100% at ATP max. activation, % at 3 µM. 0.02% of 360,000 active;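 active = activation above the run cutoff, the mean activation of all test compounds plus 3 SD, cut at about 40% in these data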;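 also: peak over basal fluorescence ratio in a 140 s read after ATP addition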
M4 ag: human M4 muscarinic receptor agonists, primary screen, CHO-K1 cells, Fluo-8 calcium fluorescence | Muscarinic acetylcholine receptor M4 (Homo sapiens), P08173 | CHO-K1 hM4/Gqi5; vehicle 0%, full acetylcholine response 100% | activation, % at 3 µM | 0.14% of 360,000 active | AID 624127, 2012;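 active = activation above the run mean over all test wells plus 3 SD, cut at about 32% in these data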;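 also: peak over basal fluorescence ratio per well then scaled between controls; 0% = DMSO wells and 100% = acetylcholine at EC100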
M4 antag: human M4 muscarinic receptor antagonists, primary screen, CHO cells, Fluo-8 calcium fluorescence. Muscarinic acetylcholine receptor M4 (Homo sapiens), P08173. CHO-hM4 cells, ACh EC80. inhibition, % at 3 µM. 0.73% of 360,000 active. AID 624125, 2012;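 active = inhibition above its plate's cutoff, the mean inhibition of sample wells plus 3 SD, cut at about 27% in these data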;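 also: 0% = acetylcholine EC80 with DMSO and 100% = DMSO without agonist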
M5 antag: human M5 muscarinic receptor antagonists, primary screen, CHO cells, Fluo-8 calcium fluorescence | Muscarinic acetylcholine receptor M5 (Homo sapiens), P08912 | CHO-hM5 cells, ACh EC80 | inhibition, % at 3 µM | 0.59% of 360,000 active | AID 624040, 2012;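 active = inhibition above a per-plate cutoff, the mean of that plate's test compounds plus 3 SD, cut at about 27% in these data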;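 also: 0% = acetylcholine EC80 with DMSO and 100% = DMSO without agonist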
CHO-K1 Ca ag: counter-screen for M1 agonists: effect in parental CHO-K1 cells; activation, % at 3 µM; Fluo-8 calcium fluorescence; scaled to maximal ATP response, vehicle zero; 0.48% of 360,000 active; AID 602248, 2012; in the data active = activation above about 15%;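 also: untransfected CHO-K1 host cells lacking M1 receptor as counterscreen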
Starred values were filed as active, the others as inactive. Outcome played no part in choosing rows (roughly 2.7% active in at least one column).

SMILES	CHRM5 agonist	M4 PAM	CHRM5 PAM	CHO-K1 Ca antag	M1 PAM parental	M4 ag	M4 antag	M5 antag	CHO-K1 Ca ag
CCOc1ccccc1-n1nnnc1SCC(=O)Nc1cc2oc3ccccc3c2cc1OC	0	8	4	-7	-6	1	-1	-8	0.2
O=C(NCc1nnc2c(C(F)(F)F)cc(Cl)cn12)c1ccco1	-1	4	-1	-10	5	-1	-3	9	1.0
CC(C)(C)c1ccc(OCCC(=O)Nc2cccc(S(=O)(=O)N3CCOCC3)c2)cc1	5	-10	-7	8	2	15	6	13	6.5
Cc1cccc(C)c1N1C(=O)C2ON(c3ccccc3)C(c3ccncc3)C2C1=O (configuration not stated)	-2	6	-3	2	11	4	-16	-2	1.3
Cc1cccc(NC(=O)N2CCC(n3nnc4cc(C)ccc43)CC2)c1	-6	8	-4	-4	-3	2	-12	11	-0.5
Cc1ccc(N)cc1CN1CCCC1=O	-1	6	-2	-14	10	0	-14	-6	0.1
O=S1(=O)N=C2CCCCCN2C(c2ccccc2)N1 (configuration not stated)	0	-8	2	-9	-7	1	1	-1	0.1
CC(C(=O)O)N(c1ccccc1Cl)S(C)(=O)=O (configuration not stated)	1	6	7	-2	-7	0	9	-1	-0.2
O=S1(=O)N[C@@H](Cc2ccccc2)COc2cccc(N3CCN(Cc4ccccc4F)CC3)c21	6	-11	-17	3	1	22	11	6	6.0
Cc1ccc(C(=O)Nc2sc(Cc3ccc4c(c3)OCO4)c(C)c2C(N)=O)cc1	-1	-6	-4	-2	2	1	-22	-5	-0.1
CCOC(=O)C1=C(C)NC(=O)NC1c1c(C)nn(-c2ccccc2)c1Cl (configuration not stated)	-1	6	-1	-5	16	3	-5	5	0.4
O=C(CN1C(=O)NC2(CCOc3ccccc32)C1=O)c1cccs1 (configuration not stated)	0	3	-3	9	-15	5	-3	9	0.4
COCC(=O)Nc1nnc(SCC(=O)N2C(C)CCCC2C)s1 (configuration not stated)	-1	-7	-5	-11	-6	1	7	20	0.8
O=C(Cn1c(=O)n(CCCC(=O)NC2CCCC2)c(=O)c2ccccc21)NCCC1=CCCCC1	0	18	1	-12	13	1	2	-4	0.0
CCN(c1ccc(NC(=O)COC(=O)C(C)N=C2NS(=O)(=O)c3ccccc32)cc1)C(C)C (configuration not stated)	-2	-9	-10	-3	-17	0	4	-7	0.2

Overlap with the part before: three compounds; new compounds follow.
SMILES	CHRM5 agonist	M4 PAM	CHRM5 PAM	CHO-K1 Ca antag	M1 PAM parental	M4 ag	M4 antag	M5 antag	CHO-K1 Ca ag
COCC(=O)Nc1nnc(SCC(=O)N2C(C)CCCC2C)s1 (configuration not stated)	-1	-7	-5	-11	-6	1	7	20	0.8
O=C(Cn1c(=O)n(CCCC(=O)NC2CCCC2)c(=O)c2ccccc21)NCCC1=CCCCC1	0	18	1	-12	13	1	2	-4	0.0
CCN(c1ccc(NC(=O)COC(=O)C(C)N=C2NS(=O)(=O)c3ccccc32)cc1)C(C)C (configuration not stated)	-2	-9	-10	-3	-17	0	4	-7	0.2
CN(C)CCCNc1oc(-c2ccc(Cl)cc2)nc1C#N	-3	3	1	4	-2	3	0	1	0.1
COC(=O)/C(C#N)=C/c1c(N2CCCCCC2)nc2c(C)cccn2c1=O	-3	-5	-6	-4	7	12	5	7	1.8
Cc1cc(=O)n2cn[nH]c2n1	4	-2	3	-14	9	2	0	6	0.7
CC(=O)c1ccc(NC(=O)c2cc(Cl)nc3ccccc23)cc1	-2	-6	-8	-1	10	5	3	6	2.2
CSc1ccccc1NC(=O)c1cc(C)on1	1	3	-2	-1	-17	2	5	-1	0.1
COC(=O)Nc1ccc(S(=O)(=O)N2CCCc3cccc(O)c32)cc1	0	7	-3	-6	12	4	2	10	4.5
CS(=O)(=O)c1ccc2nc(NC(=O)c3ccc(Cl)cc3)sc2c1	1	7	3	-10	12	3	-2	-6	2.3
CC(C)CNC(=O)COC(=O)CNC(=O)c1cc(Cl)cc([N+](=O)[O-])c1	-1	10	2	-7	13	0	-2	-6	0.1
CC(=O)Nc1ccc(S(=O)(=O)n2nc(-c3ccc(C)cc3)nc2N)cc1	2	-1	-2	0	10	3	6	-1	1.4
CCCCNS(=O)(=O)c1ccc(OC)cc1	-3	10	7	-13	21	0	-2	5	0.5
CC(C)(C)Nc1nc(N2CCCC2)nc(N2CCCC2)n1	-6	12	-4	-3	20	-1	1	-1	1.3
CC(Nc1nc(-c2ccc(F)cc2)cs1)c1nc2cc(Cl)c(N3CCCCC3)cc2n1CCCO (configuration not stated)	-2	13	-6	-6	2	1	4	14	-0.3
Cc1ccnc2nc(C(=O)Nc3ccc(S(=O)(=O)N4CCCC4)cc3)nn12	0	-5	-3	-14	19	1	1	16	0.8
Cc1cc(C)c(OCC(=O)OCC(=O)N2CCCc3ccccc32)c(C)c1	-6	7	2	-12	-8	0	-2	-1	-0.6
COc1ccc(C(=O)NC2CCN(S(=O)(=O)c3ccccc3)CC2)cc1	1	4	4	-14	7	0	-14	1	0.1
O=C(COc1ccc([N+](=O)[O-])cc1)Nc1cccc2nsnc12	-4	8	-8	2	6	2	-1	14	-0.3
Nc1ccn(CC(=O)NCc2ccc3[nH]ccc3c2)c(=O)n1	0	0	-8	-5	0	0	12	18	0.3
O=C(OCC(=O)N1CCCC1)c1ccc(OC(F)(F)F)cc1	1	-3	3	-5	-13	1	-2	0	0.5
CCOc1cc(/C=N\NC(=O)C2C(=O)NCC2c2ccccc2)ccc1OC (configuration not stated)	0	-21	0	6	-6	0	12	-2	-0.2
Cc1cc(C)n(/N=C/c2ccco2)c(=O)c1C#N	0	5	1	-7	20	0	-1	1	0.8
CCn1c(CN2CCOCC2)nnc1SCC(=O)Nc1cccc(C)c1	-1	-2	-5	-1	0	1	-3	4	0.8
Cc1nc2ccc(S(=O)(=O)NC(C(=O)N3CCCC3)C(C)C)cc2s1 (configuration not stated)	0	-1	2	-2	2	0	-3	-6	0.0
COc1ccccc1-c1noc2c1C(=O)N(Cc1cn(Cc3ccccc3)nn1)CC2	3	-4	-4	-11	9	5	-4	2	2.7
O=C(Nc1ccccc1Cl)Nc1ccccc1Cl	1	-3	5	-10	22	-1	-4	-2	0.7
S=C(NNc1ccnc2cc(Cl)ccc12)Nc1ccccc1Cl	-3	4	-1	-3	13	4	2	4	2.3
CC1CN(C(=O)N2CCOCC2)CCN1C(=O)N1CCOCC1 (configuration not stated)	-1	10	2	1	-5	2	-1	-1	-0.1
CCN(Cc1ccncc1)Cc1cn(C)nc1-c1ccc(Oc2ccccc2)cc1	-3	-8	2	-18	22	2	-16	-1	0.9
Cc1ccc2[nH]c3c(c2c1)CCCC3NC(=O)CCl (configuration not stated)	-1	-4	5	4	9	1	13	-6	4.0
CCOc1ccc(-n2cc(-c3ccccc3)c3c(SC(C)C(=O)OC)ncnc32)cc1 (configuration not stated)	-5	1	6	-6	26	1	4	-10	0.6
CC(/C=N/NC(=O)c1cnccn1)=C\c1ccco1	2	-1	-3	2	5	1	-5	7	0.7
Cc1ccc(C(=O)N2CCCC(CCC(=O)N3CCN(c4ccccn4)CC3)C2)cc1C (configuration not stated)	-2	-5	-6	-12	16	8	3	7	5.5
CCn1cc(C(C)NC(=O)COc2ccc(Cl)cc2C)c(C)n1 (configuration not stated)	-2	-4	1	-7	26	2	2	1	3.1
NC(=O)c1cc2ccccc2o/c1=N\NC(=O)c1ccncc1	1	0	2	-10	6	0	1	-3	1.1
CCOCC(=O)Nc1nc(C)cc(C)n1	-2	-1	2	-8	13	1	-2	-4	1.5
COc1ccccc1C(=O)C1CCCN(C(=O)c2cnn(C(C)C)c2)C1 (configuration not stated)	0	6	0	-3	-15	1	3	-7	0.6
C[C@H](C(=O)NCc1ccccc1)C(=O)c1ccccc1	-1	5	5	14	-18	1	-6	-5	-0.1
CCOc1cccc(CNCc2ccc(C(=O)O)cc2)c1	3	4	4	12	-2	0	-2	-19	-0.7
CCC1CCc2sc(C(=O)NC3CCN(Cc4ccccc4)CC3)cc2C1 (configuration not stated)	-3	-2	-1	-4	0	4	-5	12	3.3
O=C(COC(=O)c1c2c(nc3ccccc13)/C(=C\c1ccco1)CC2)NC1CCCC1	0	0	-4	-11	4	5	4	16	0.2
CCCCn1c(N)c(N(Cc2ccccc2OC)C(=O)CCC(C)C)c(=O)[nH]c1=O	-2	-4	1	-3	-8	0	-1	10	0.5
Oc1ccc(N=C/C=C/c2cccc(Br)c2)cc1-c1nc2ccccc2s1	3	32*	-3	-12	20	0	-1	8	-0.8
N/C(=N\NC(=O)c1cccs1)c1cc2ccccc2oc1=O	-1	8	-3	-8	14	0	0	-7	0.1
COc1cccc(N(C(=O)Cn2nnc(-c3cccs3)n2)C(C(=O)NC2CCCCC2)c2ccncc2)c1 (configuration not stated)	-2	5	-2	4	1	1	-2	3	0.0
Cc1coc2c1c(C)cc1oc(=O)c(CC(=O)NCCCN3CCCC3=O)c(C)c12	0	1	0	3	9	0	2	2	0.4
COc1cccc(NC(=O)C2(C)CCCN2C(=O)C(C)C)c1 (configuration not stated)	0	5	0	9	2	1	-2	4	7.8
Clc1ss/c(=N\c2ccccn2)c1Cl	-3	-2	3	-13	10	1	8	11	0.6
COc1ccc(C2c3c(oc4ccc(Cl)cc4c3=O)C(=O)N2CCN2CCOCC2)cc1 (configuration not stated)	0	-9	-4	-1	-13	0	3	16	0.5
CCOc1ccc(NC(=O)CSc2ccc3nnc(-c4cccnc4)n3n2)cc1	0	0	2	-2	1	1	-4	0	0.7
N#Cc1cccnc1N1CCN(C(c2ccnc3ccccc23)c2nnnn2-c2ccc3c(c2)OCCO3)CC1 (configuration not stated)	-2	-4	-10	-7	-2	1	6	7	1.3
O=C(Cc1ccccc1)Nc1ccc(NC(=O)c2cccc(Cl)c2)cc1	-3	-4	-2	-7	25	1	0	-2	0.8
C=CCC(=O)OCCCCCCOc1ccc(C(=O)O)cc1	-7	10	7	-7	10	0	4	-1	0.8
NC(=O)c1ccc(NC(=O)CSc2nnc(-c3ccncc3)n2Cc2ccco2)cc1	-2	-1	-1	-3	5	0	12	8	0.6
Nn1c(SCC(=O)Nc2ccc3c(c2)OCO3)nncc1=O	2	6	5	-6	0	1	-2	1	0.3
CCOC(=O)C1CCN(C(=O)c2cc(S(=O)(=O)N3CCCCC3)ccc2C)CC1	-5	3	-2	-1	-14	2	-7	0	0.3
COc1cc2c(cc1OC)C(C)N(C(=O)Cc1ccc(C(F)(F)F)cc1)CC2 (configuration not stated)	-2	-1	3	0	11	3	-4	-4	2.3
